FBA Mtb inh: inhibitors of M. tuberculosis fructose-bisphosphate aldolase. AID 588726. inhibition, % at 1 µM. purified M. tuberculosis FBA, fluorescence read-out. hit rate 2.3% among 360,000; in the data active = inhibition above about 27%;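 note: 0% = vehicle and 100% = reference inhibitor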
Target sequence (P9WQA3 whole entry, looked up): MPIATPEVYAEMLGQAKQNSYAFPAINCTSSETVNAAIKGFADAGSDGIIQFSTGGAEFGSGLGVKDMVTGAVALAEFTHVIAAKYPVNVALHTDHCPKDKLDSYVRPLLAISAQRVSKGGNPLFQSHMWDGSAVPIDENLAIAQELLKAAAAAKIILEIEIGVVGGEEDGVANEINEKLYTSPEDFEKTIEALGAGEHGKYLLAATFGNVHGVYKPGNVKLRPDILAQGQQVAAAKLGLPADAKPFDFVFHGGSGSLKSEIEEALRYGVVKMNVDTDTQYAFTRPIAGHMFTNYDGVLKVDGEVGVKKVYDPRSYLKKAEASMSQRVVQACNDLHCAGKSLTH
Mtb UGM inh: blocks M. tuberculosis UGM enzyme; hit rate 0.06% among 320,000; AID 504406; inhibition, % at 10 µM; purified UGM, fluorescence polarization probe displacement; P9WIQ1; in the data active = inhibition above about 10%, passing the limit was not always enough; inconclusive = no clear call, values can overlap the other calls
Target sequence (P9WIQ1 whole entry, looked up): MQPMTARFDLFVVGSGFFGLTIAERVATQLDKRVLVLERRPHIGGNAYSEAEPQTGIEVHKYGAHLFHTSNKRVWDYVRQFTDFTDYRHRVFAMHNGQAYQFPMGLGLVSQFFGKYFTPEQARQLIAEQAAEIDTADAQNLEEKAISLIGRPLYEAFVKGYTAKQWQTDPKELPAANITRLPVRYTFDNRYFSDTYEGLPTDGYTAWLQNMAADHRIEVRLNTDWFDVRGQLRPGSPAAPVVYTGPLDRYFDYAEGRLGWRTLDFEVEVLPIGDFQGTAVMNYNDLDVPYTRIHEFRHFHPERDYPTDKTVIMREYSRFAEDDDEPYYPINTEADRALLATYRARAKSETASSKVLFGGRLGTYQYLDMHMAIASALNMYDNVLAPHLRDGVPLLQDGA
PrPC TRFRET: reduces human prion protein on the cell surface | hit rate 0.43% among 370,000 | P04156 | cell surface PrPC, TR-FRET read-out | inhibition, % at 13.8 µM; in the data active = inhibition above about 24%; note: 0% = median of the test wells and 100% = reference compound wells
GDH-TPI inh: GDH-TPI coupled enzyme inhibition counter-screen; GDH-TPI coupled enzyme counterscreen, NADH absorbance; hit rate 1.2% among 360,000; AID 588335; inhibition, % at 4.8 µM; in the data active = inhibition above about 30%;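 note: 0% = DMSO wells and 100% = wells lacking the enzyme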
BoNT-F LC inh: BoNT F light chain protease inhibition | Multiplex microsphere protease cleavage assay, flow cytometry | inhibition, % at 10 µM | hit rate 0.22% among 360,000 | AID 588497; in the data active = inhibition above about 35%, passing the limit was not always enough; inconclusive = no clear call, values can overlap the other calls; note: plate controls were buffer without enzyme for full effect and enzyme alone for no effect
FadD28 FP inh: M. tuberculosis FadD28 bisubstrate binding inhibition | FadD28 bisubstrate probe binding, fluorescence polarization | inhibition, % at 12.5 µM | hit rate 0.22% among 360,000 | AID 588549; in the data active = inhibition above about 8.5%, passing the limit was not always enough; inconclusive = no clear call, values can overlap the other calls
MazEF act: increases E. coli MazEF RNase cleavage of RNA; hit rate 0.32% among 350,000; FAM/BHQ RNA-DNA oligo cleavage fluorescence, 5 h; activation, % at 20 µM; P0AE70; AID 504720; in the data active = activation above about 50%
Target sequence (P0AE70 whole entry, looked up): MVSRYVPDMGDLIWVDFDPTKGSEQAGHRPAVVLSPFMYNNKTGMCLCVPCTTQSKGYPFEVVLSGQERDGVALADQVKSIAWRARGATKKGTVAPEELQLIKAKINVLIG
Rv3671c inh: Rv3671c (M. tuberculosis) protease inhibition. P9WHR9. inhibition, % at 5.96 µM. hit rate 0.048% among 320,000. AID 2606; in the data active = inhibition above about 38%;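 note: extracellular domain of Rv3671c used as enzyme; 0% = enzyme with DMSO and 100% = no enzyme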
Mtb BioA inh: BioA (M. tuberculosis) enzyme inhibition; hit rate 0.096% among 360,000; purified M. tuberculosis BioA enzyme, plate reader; AID 602481; inhibition, % at 9.99 µM; in the data active = inhibition above about 40%; inconclusive = no clear call, values can overlap the other calls
* = called active by the depositor; u = inconclusive; x = no result given; & = joins results of further samples.

SMILES	FBA Mtb inh	Mtb UGM inh	PrPC TRFRET	GDH-TPI inh	BoNT-F LC inh	FadD28 FP inh	MazEF act	Rv3671c inh	Mtb BioA inh
C/C(=N\NC(=O)COc1ccc(C)cc1[N+](=O)[O-])c1ccc2c(c1)OCCO2	1	1.5	-3	4	5	-2.2	15	-6	10
O=C(c1ccc(Cl)c(S(=O)(=O)N2CCOCC2)c1)N1CCCCC1	2	-1.0	2	4	3	-2.1	11	2	x
Cc1cc(O)c(C(=O)/C=C/c2c(F)c(F)c(F)c(F)c2F)c(=O)o1	1	-3.2	-3	4	40*	-2.5	15	-19	-2.9
Cc1sc2nc(-c3ccco3)oc(=O)c2c1C	0	0.1	-3	16	-6	-2.2	3	-8	-1.4
COc1ccc2cc(Br)ccc2c1CC(=O)N(C)C	3	-0.7	-8	8	-2	-0.3	4	1	-1.6
COCCN(C(=O)c1ccc(NC2CC2)c([N+](=O)[O-])c1)c1c(N)n(CC(C)C)c(=O)[nH]c1=O	-1	-1.0	-10	6	-7	-0.3	3	2	-1.2
CC(=O)Nc1ccc(S(=O)(=O)n2nc(C)cc2C)cc1	-4	-0.9	4	5	-10	1.4	6	5	0.7
O=C(NCc1ccco1)c1cc(-c2ccc3c(c2)OCO3)on1	2	2.9	6	6	-6	1.6	-2	-1	-0.2
Nc1ccc2c(S(=O)(=O)O)cccc2c1S(=O)(=O)O	53*	x	4	17	-6	-1.8	-4	x	0.3
Cc1ccc(NC(=O)Cn2cnc3cc([N+](=O)[O-])ccc3c2=O)c(Cl)c1	4	-1.0	-5	7	-8	-1.1	5	0	x
COc1ccc(OC)c(CN2CCC(C(=O)N3CCN(c4ccccc4F)CC3)CC2)c1	1	-0.9	2	2	-4	-0.2	6	3	0.3
CCOC(=O)C1(Cc2cccc(OC)c2)CCCN(Cc2nccn2CC)C1 (stereo not given)	3	0.0	0	3	-5	0.1	-5	-3	x
CC(=O)Nc1ccc(NC(=O)CC2SC(=O)N(CC(=O)c3ccccc3)C2=O)cc1 (stereo not given)	1	2.9	5	16	1	0.4	8	-4	-5.9
CC(C)CN(C(=O)COC(=O)Cc1c[nH]c2ccccc12)C1CCS(=O)(=O)C1 (stereo not given)	-2	0.5	-6	13	0	0.0	-1	3	-2.3
O=C(COC(=O)CNC(=O)c1ccccc1F)NCCNC(=O)COC(=O)CNC(=O)c1ccccc1F	-1	-4.4	5	1	16	-2.2	1	-1	0.0
COc1ccc(NC(=O)C2CCN(c3ncnc4c3nc3n4CCCCC3)CC2)c(OC)c1	-3	-3.3	-2	7	-8	1.1	3	-5	-0.3
COC(=O)c1c(NC(=O)C(=O)NCCCN2CCOCC2)sc2c1CCC2	1	2.0	-7	19	-8	-2.3	9	-6	-2.1
CCOc1ccc(S(=O)(=O)NCCC(=O)N2CCCC(C)C2)cc1 (stereo not given)	-1	1.2	0	-1	-9	-2.8	11	-3	1.6
Cc1ccc(CNC(=O)CCCC(=O)Nc2cc(C)on2)cc1	6	0.0	5	-1	-7	-1.4	6	6	x
O=C(NC1CCCCC1)c1cccc(NC(=O)c2ccccc2Cl)c1	-1	x	6	-4	6	-0.5	3	x	0.0
CSc1ccc(C#N)cc1NC(=O)c1cccc(Cl)c1	0	-0.1	3	5	-3	-0.9	-2	1	8.6
Cc1ncc2c(n1)NC(=O)NC2	1	x	3	10	1	-0.3	3	x	-1.3
CCc1nc2ccc(C(=O)NC3CCN(Cc4ccccc4)CC3)cn2c1N(C)Cc1cc2ccccc2s1	-2	x	-8	3	-7	-1.2	x	x	-0.7
OC[C@H]1O[C@@H](n2cnc3c(NCc4ccco4)ncnc32)[C@H](O)[C@@H]1O	-1	x	4	-3	-11	-1.3	8	x	-0.9
CCCn1c(=N)c(S(=O)(=O)c2ccccc2)cc2c(=O)n3ccccc3nc21	21	0.6	-5	6	2	0.5	-14	5	x

Complete entries, quoted from the list. Screens in order: FBA Mtb inh	Mtb UGM inh	PrPC TRFRET	GDH-TPI inh	BoNT-F LC inh	FadD28 FP inh	MazEF act	Rv3671c inh	Mtb BioA inh
COC(=O)c1c(NC(=O)C(=O)NCCCN2CCOCC2)sc2c1CCC2 is entered as 1	2.0	-7	19	-8	-2.3	9	-6	-2.1
CSc1ccc(C#N)cc1NC(=O)c1cccc(Cl)c1 is entered as 0	-0.1	3	5	-3	-0.9	-2	1	8.6
Cc1ccc(CNC(=O)CCCC(=O)Nc2cc(C)on2)cc1 is entered as 6	0.0	5	-1	-7	-1.4	6	6	x

(next part)
SMILES	FBA Mtb inh	Mtb UGM inh	PrPC TRFRET	GDH-TPI inh	BoNT-F LC inh	FadD28 FP inh	MazEF act	Rv3671c inh	Mtb BioA inh
Cc1ccc(C(=O)N2CCN(c3ncccn3)CC2)o1	0	-0.4	3	6	-4	-0.9	-5	6	-1.0
CCCCC[C@@H]1C=C(C(=O)O)[C@H](c2ccc(OC)c(OC)c2)N1S(=O)(=O)c1ccc(C)cc1	1	-1.5	3	7	-8	0.1	0	0	2.0
S=C(NCCCc1ccccc1)Nc1ccc(Br)cc1	2	3.7	5	0	1	-3.1	1	x	-0.3
CCOC(=O)N1CCN(C(=O)C2CCN(CC3CCCCC3)CC2)CC1	1	-0.4	8	6	6	-2.4	-1	10	-0.9
Cc1ccc(C23CC4CC(CC(C(=O)N(C)C)(C4)C2)C3)cc1	-1	1.2	3	-4	2	-2.2	0	4	1.6
Cc1[nH]c(SCC(=O)c2c(N)n(C)c(=O)n(C)c2=O)nc1Cc1ccccc1	4	2.0	3	5	-3	-2.5	7	-3	1.2
NNC(=O)C1=NOC(CNc2ncc(C(F)(F)F)cc2Cl)C1 (stereo not given)	6	4.7	5	-9	-3	-1.0	1	-8	3.4
O=C(C1CCC(=O)N(C2CC2)C1)N1CCN(c2ccccc2Cl)CC1 (stereo not given)	2	-0.1	-3	10	14	-3.2	-2	-17	-0.9
Cc1ccc(Nc2nc(-c3ccc(F)cc3)cs2)nc1	0	4.0	-8	3	u	-3.1	-1	x	-1.0
O=C(Nc1ccc2ccccc2c1)c1ccc(Cl)cc1Cl	2	1.8	-6	7	20	0.5	3	8	0.3
Cc1ccc2nc(NC(=O)CN3C(=O)C4CC=CCC4C3=O)sc2c1 (stereo not given)	4	4.6	-8	-1	-1	-2.1	-12	8	x
CCn1c(-c2ccccc2)c(C(=O)O)c2ccccc21	28*	1.2	-4	-1	-4	0.0	5	-10	-1.1
Nc1cc(OC(=O)c2cccs2)nn1S(=O)(=O)c1ccc(F)cc1	0	3.3	3	-11	5	-1.6	-8	5	-0.4
Fc1ccccc1Nc1nc(-c2ccncc2)nc2ccccc12	-2	-1.9	-11	12	-4	-0.7	8	-9	x
COc1ccc(Nc2nc(N3CCN(S(C)(=O)=O)CC3)nc3ccccc23)c(OC)c1	4	4.5	-3	16	u	-1.9	9	1	-1.0
COCCCNC(=O)C1CCN(S(=O)(=O)c2ccc3nc4c(c(C(=O)O)c3c2)CCCCC4)CC1	-4	-2.8	0	9	-9	-1.4	15	-7	1.0
CC1CC(C)CN(C(=O)CSc2ccsc2[N+](=O)[O-])C1 (stereo not given)	-1	3.4	-26	13	2	-1.9	9	-1	1.5
CC(C)C(=O)Nc1nnc(S(=O)(=O)N2CCCc3ccccc32)s1	-1	-0.9	1	13	-12	-4.8	4	5	-0.6
CC1CN(S(=O)(=O)c2ccc(C(=O)OCc3ccc(C#N)cc3)cc2)CC(C)O1 (stereo not given)	0	-2.8	4	1	u	-2.9	3	-13	-0.6
O=C(CCCn1cnc([N+](=O)[O-])n1)Nc1ccc(F)c(Cl)c1	0	4.6	-22	1	4	-4.4	5	-5	x
CC1=C(C)CC(C(=O)Nc2cccc([N+](=O)[O-])c2)C(C(=O)O)C1 (stereo not given)	1	4.4	-9	1	-4	0.8	3	-13	0.2
O=C(NCc1ccccc1)c1cc(C2COCCN2S(=O)(=O)c2cccs2)on1 (stereo not given)	4	x	-7	10	-5	-1.6	x	x	1.4
Cc1cc2nnc(SC3CCCCN(C(=O)c4ccc(F)cc4)C3=O)n2c2ccccc12 (stereo not given)	-3	1.2	6	8	-4	-1.3	3	-3	x
CCCCOC(=O)Nc1ccc(C)c(Cl)c1	-4	-2.1	-5	4	4	-3.6	1	1	-0.7
CCCc1nc2n[nH]c(N)c2c2c1CCCC2	-4	0.5	4	4	-24	1.1	5	-3	-5.7

By substructure, the entries above containing bromine
SMILES	FBA Mtb inh	Mtb UGM inh	PrPC TRFRET	GDH-TPI inh	BoNT-F LC inh	FadD28 FP inh	MazEF act	Rv3671c inh	Mtb BioA inh
COc1ccc2cc(Br)ccc2c1CC(=O)N(C)C	3	-0.7	-8	8	-2	-0.3	4	1	-1.6
S=C(NCCCc1ccccc1)Nc1ccc(Br)cc1	2	3.7	5	0	1	-3.1	1	x	-0.3

Carrying on.
SMILES	FBA Mtb inh	Mtb UGM inh	PrPC TRFRET	GDH-TPI inh	BoNT-F LC inh	FadD28 FP inh	MazEF act	Rv3671c inh	Mtb BioA inh
Cc1nc2sccn2c(=O)c1CCN1CCC(=C(c2ccc(F)cc2)c2ccc(F)cc2)CC1	0	0.1	-2	-3	-5	-8.4	11	3	0.0
C[C@H]1CN([C@@H](C)CO)C(=O)CCCn2nncc2CO[C@@H]1CN(C)S(=O)(=O)c1ccccc1	3	x	-4	13	7	-2.4	3	x	-1.6&20
O=C(Cn1c(COc2ccc(Cl)cc2)nc2ccccc21)NCC(F)(F)F	1	1.1	-4	-2	-12	-0.9	-9	-7	x
CC1CCc2sc3nc(NCc4ccco4)n4ncnc4c3c2C1 (stereo not given)	2	0.9	6	9	-12	1.0	-5	3	-1.6
COc1ccc(NS(=O)(=O)c2cccc(C(=O)NCCCN3CCCC3=O)c2)cc1	0	2.0	5	3	21	0.9	9	0	-4.0
CCCN1CNC(=S)N(c2ccc(C(=O)OCC)cc2)C1	-1	1.5	7	1	2	1.9	0	0	-0.6
CC1(C)CC(=O)C2=C(C1)OC(N)=C(C#N)C2CCc1ccccc1 (stereo not given)	4	1.7	-1	7	4	-2.5	-11	-3	-0.1
CSc1nc2ccccc2nc1N(C)S(=O)(=O)c1ccc(C)cc1	4	0.7	20	14	-1	-1.6	-2	2	-3.8
CCCC12CN3CCN(CC(C3)/C1=N\NC(=O)c1ccc(F)cc1)C2	-3	0.8	6	11	0	-3.8	-1	-12	x
Cc1cc(-c2ccc(Cl)cc2)oc(=O)c1NC(=O)c1ccccc1	1	-0.1	-4	24	-16	-0.2	-5	2	-2.9
COc1cc(S(=O)(=O)N(C)C)ccc1Br	0	-1.5	0	-2	-5	-1.9	6	-6	0.9
CCOc1ccc(-n2c(O)c(C=Nc3ccc(NC(C)=O)cc3)c(=O)[nH]c2=O)cc1	-1	3.9	6	18	6	-3.1	2	4	x
O=c1cc(CSc2nc3ccccc3c(=O)[nH]2)c2ccc(O)cc2o1	28*	x	-2	21	-2	-1.8	-1	x	3.3
CCC(=O)Nc1cccc(C2=NOC3(C2)C[C@@H](C(N)=O)N(C(=O)c2cc([N+](=O)[O-])cc([N+](=O)[O-])c2C)C3)c1 (stereo not given in full)	-3	0.9	-35	-3	0	-4.6	1	-10	1.7
Cc1cccc(NC(=O)c2cccc(Cn3cc(Br)c([N+](=O)[O-])n3)c2)c1C	6	0.7	-2	3	7	-1.4	1	-8	-0.8
COc1ccc(C(=O)OC(C)CN2CCOCC2)cc1OC (stereo not given)	121*	-0.3	1	5	-8	-2.4	-1	-6	-0.8
COc1ccc(C(=O)Nn2c(C)nc3ccccc3c2=O)cc1Br	0	3.3	10	1	-6	0.3	12	-10	x
O=S(=O)(c1ccccc1)N1CCN(C(=S)Nc2ccccc2Cl)CC1	3	-3.3	1	-6	0	-1.2	-3	-2	-1.6
CCOC(=O)Cc1csc(NC(=O)c2csc(C)c2)n1	-1	1.4	5	1	-1	-3.5	-2	5	x
COc1ccc(CC(=O)Nc2ccc(F)c(S(=O)(=O)N3CCOCC3)c2)cc1	-1	x	4	5	-11	-0.5	2	x	-0.7
CCC(CC)c1ncc[nH]1	-1	5.9	5	10	10	-1.2	1	8	-0.8
CC(=O)C[C@@H](O)CC(=O)[C@@H]1OC(=O)[C@H](C)CCCCc2ccccc21	1	x	6	8	1	1.2	3	5	1.5
COc1cc(/C=N/Nc2cc(C)nc(N)n2)ccc1O	-1	0.9	-3	19	-6	-2.7	1	2	0.6
CCOC(=O)n1n[n+]([O-])c2ccccc21	0	2.5	4	2	-7	-1.4	4	5	x
O=C(NCCN1CCN(c2ccccc2)CC1)c1ccc(NC(=O)C2CCCO2)cc1 (stereo not given)	1	-0.9	0	1	-9	0.3	5	1	x

Source: PubChem BioAssay (several laboratories)
